RAD54 branch = blocks human RAD54 Holliday junction branch migration | Q92698 | FAM/BHQ fluorescence | inhibition, % at 10.4 µM | hit rate 0.14% among 360,000;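 active means mean normalized replicate activity at least 40 and at least half of replicates scoring 40 or more; inconclusive means only one of the two criteria met; inactive means mean below 40 and under half of replicates reaching 40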;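 further: 0% = median of neutral control wells and 100% = median of positive control wells; inhibitors cause a drop in the FAM fluorescence signal; in these data hits start at about 50%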
RAD52 inh = inhibitors of human RAD52 DNA annealing. P43351. recombinant RAD52 DNA annealing, FRET fluorescence. inhibition, % at 18.7 µM. hit rate 0.46% among 360,000. AID 651710;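 active means every replicate showing at least 50% inhibition; inconclusive means mean inhibition at least 50% but not in every replicate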
Target sequence (P43351 whole entry, looked up): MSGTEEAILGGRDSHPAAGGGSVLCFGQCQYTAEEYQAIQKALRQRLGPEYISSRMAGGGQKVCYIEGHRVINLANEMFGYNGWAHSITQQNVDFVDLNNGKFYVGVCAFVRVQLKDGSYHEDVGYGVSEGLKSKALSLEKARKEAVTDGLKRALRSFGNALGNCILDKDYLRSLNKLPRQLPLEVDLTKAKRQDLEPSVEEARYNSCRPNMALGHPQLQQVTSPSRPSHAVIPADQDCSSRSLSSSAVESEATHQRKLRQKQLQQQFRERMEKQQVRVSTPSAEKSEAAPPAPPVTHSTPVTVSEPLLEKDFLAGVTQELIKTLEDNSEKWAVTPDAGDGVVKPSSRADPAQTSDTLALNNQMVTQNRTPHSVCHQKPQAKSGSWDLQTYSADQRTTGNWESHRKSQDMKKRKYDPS
Xi reactivation = X-chromosome reactivation activator; XiGFP mouse fibroblasts, % GFP-positive cells imaging, 3 d; cells co-treated with 5-aza-dC sensitizer; scaled so ellipticine positive control = 100%; activation, % at 7.58 µM; hit rate 0.055% among 360,000; AID 743238;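 active means mean normalized replicate activation at least 10% and every replicate at or above 10%; inconclusive means only one of the two criteria met; inactive means mean below 10% and not all replicates reach 10%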;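 further: 0% = median of on-plate neutral control wells and 100% = ellipticine 6 µM median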
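Material: SV40-immortalized XiGFP fibroblast cells, line 68-5-11 | Buffer or medium: DMEM containing 5-aza-dC | Dosing: One concentration, pinned | Times: 3 d treatment, 15 min room-temperature fixation | Controls: Ellipticine 6 µM positive control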
esBAF inh = SWI/SNF esBAF complex inhibition | reporter increase, % at 12.5 µM | AID 602393 | hit rate 2% among 350,000 | mouse ES cells, Bmi1-luciferase knock-in reporter, 24 h; 100% = twice the neutral-well signal; in the data active means activation above about 40%; inconclusive means no clear call, values can overlap the other calls;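 further: 0% = median of the plate's neutral control wells and 100% = double that signal; a rise in the Bmi1 reporter signal indicates esBAF inhibition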
ERAP1 inh = ERAP1 (human) enzyme inhibition | Q9NZ08 | recombinant ERAP1, Leu-AMC fluorescence, 60 min | inhibition, % at 10.7 µM | hit rate 0.15% among 340,000 | AID 652197;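 active means mean replicate inhibition of at least 30%, or all replicates individually reaching that 30% level; inactive means mean below 30% and not every replicate reaching it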;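 further: 0% = neutral control wells and 100% = L-leucinethiol positive control wells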
ERp5 inh = inhibitors of human ERp5; ERp5 insulin aggregation, absorbance 650 nm, 90 min; Q15084; hit rate 0.05% among 350,000; inhibition, % at 9.99 µM;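 active means mean replicate inhibition above about 25%, with every replicate also reaching it, limit read from the data, passing the limit was not always enough; inconclusive means only one of those two criteria met; inactive means neither criterion met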
Target sequence (Q15084 whole entry, looked up): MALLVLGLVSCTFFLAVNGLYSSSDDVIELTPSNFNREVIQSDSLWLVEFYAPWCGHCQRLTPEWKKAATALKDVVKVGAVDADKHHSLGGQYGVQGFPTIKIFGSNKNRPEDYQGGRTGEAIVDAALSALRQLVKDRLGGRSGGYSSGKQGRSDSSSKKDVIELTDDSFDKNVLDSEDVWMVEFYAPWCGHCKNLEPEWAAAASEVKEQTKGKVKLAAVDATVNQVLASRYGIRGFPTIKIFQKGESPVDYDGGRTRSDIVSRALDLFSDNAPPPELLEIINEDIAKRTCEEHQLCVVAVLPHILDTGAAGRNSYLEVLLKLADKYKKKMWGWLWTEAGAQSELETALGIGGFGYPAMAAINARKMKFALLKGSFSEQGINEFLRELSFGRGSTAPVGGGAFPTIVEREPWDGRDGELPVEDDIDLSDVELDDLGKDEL
E-sel inducer = induces E-selectin expression in human endothelial cells; P16581; HUVEC E-selectin immunofluorescence imaging; normalized: neutral wells 0, TNF-alpha wells 100; activation, % at 7.58 µM; hit rate 0.37% among 260,000;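 active means mean E-selectin-positive cell signal at least 10% of the positive control, reached in at least 60% of replicates, without over 20% cell loss; inconclusive means no rule given, readout overlaps actives, possibly toxicity-flagged; inactive means the rest, including those meeting only one limit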;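 further: in these data hits start at about 27%; measured in HUVEC primary endothelial cells; signal is the percent of cells scored E-selectin positive by PE staining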
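Read-out: % PE-positive cells | Test system: HUVEC | Doses: One compound dose added by pin transfer | Buffer or medium: EGM-2 over gelatin coat | Signal: Immunofluorescence imaging | Benchmarks: TNF-alpha, DMSO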
S100A4 inh HTS = blocks human S100A4 binding to myosin IIA peptide; AID 652163; hit rate 0.14% among 360,000; P26447; inhibition, % at 10.7 µM; S100A4/TAMRA-MyoIIA peptide fluorescence polarization;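 active means mean inhibition of at least 70% across replicates, with every replicate also reaching that level; inconclusive means mean inhibition reaches 70% but some replicates fall short; inactive means mean inhibition below 70%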
Target sequence (P26447 whole entry, looked up): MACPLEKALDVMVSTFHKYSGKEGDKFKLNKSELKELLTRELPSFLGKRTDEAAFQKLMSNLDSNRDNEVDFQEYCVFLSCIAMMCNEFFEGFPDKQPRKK
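System – human S100A4 monomer protein, biochemical binding assay · Buffer or medium – Calcium-containing HEPES buffer, pH 7.2 · Timing – 5 min between mix addition and reading · Also added – TAMRA-labelled myosin IIA heavy-chain peptide probe, 5 nM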
* hit, by the source's call; ? = inconclusive; · = not tested or not shown; & = joins results of further samples.

1. CN1C(=O)C2(C(C#N)=C(N)Oc3c2oc(CO)cc3=O)c2ccccc21 (stereo unspecified)
2. CC(NC(=O)c1cnccn1)c1ccc(S(N)(=O)=O)cc1 (stereo unspecified)
3. CCCC#Cc1ccc([C@@H]2[C@@H](CO)N(C(=O)C3CCC3)[C@H]2C#N)cc1
4. N#CC(=C=[N-])c1nc2ccccc2nc1-[n+]1cccc(NC(=O)c2ccccc2)c1
5. CCCCc1nnc(NC(=O)Cn2cnc3ccccc3c2=O)s1
6. COc1ccc(N(C)S(=O)(=O)c2cccc(C(=O)Nc3nc(C)c(C(C)=O)s3)c2)cc1
7. O=C(C[C@@H]1CC[C@H](NC(=O)c2cccnc2)[C@H](CO)O1)NCCN1CCCCC1
8. C(=C\c1nnc2c3ccccc3ncn12)/c1ccccc1
9. CCCNC(=O)Nc1nc2ccccc2s1
10. Cc1cccc(-c2ccc3c(c2)C2CC3CCN2C)c1 (stereo unspecified)

Compound,1,2,3,4,5,6,7,8,9,10
RAD54 branch,-19.2,·,6.4,·,·,-2.3,4.6,·,·,7.8
RAD52 inh,1.3,-2.2,-3.3,-6.0,-9.9,0.3,1.9,-3.3,-8.1,-9.0
Xi reactivation,·,-0.1,-0.1,0.0,0.0,-0.1,-0.3,1.2,-0.2,0.1
esBAF inh,-3.2,·,6.8,0.4,·,-1.6,-0.5,·,·,-15.0
ERAP1 inh,3.4,-2.4,-3.5,2.3,0.1,2.1,5.7,-2.3,-2.0,1.0
ERp5 inh,-80.9,3.7,-2.3,3.1,-0.7,-1.8,1.4,0.3,-2.4,0.8
E-sel inducer,·,·,0.0,8.5,6.1,7.3,0.1,3.3,·,-0.7
S100A4 inh HTS,-5.1,1.0,-3.9,4.0,-2.0,-3.0,21.9,5.7,-1.3,-13.6

11. C=C(C)CNC(=O)CCc1nnc(Cc2cccc(C(F)(F)F)c2)o1
12. C[C@@H]1CN([C@H](C)CO)C(=O)c2cc(NS(=O)(=O)c3ccccc3)ccc2O[C@@H](C)CCCCO[C@H]1CN(C)Cc1ccncc1
13. Cn1cnnc1SCC(=O)Nc1ccc2nc(SCc3ccccc3F)sc2c1
14. COc1cccc(C(C)(O)c2nc(-c3cccc(C(F)(F)F)c3)cs2)c1 (stereo unspecified)
15. C[C@H](CO)N1C[C@H](C)[C@@H](CN(C)S(=O)(=O)c2cn(C)cn2)OCCCC[C@H](C)Oc2ccc(NS(=O)(=O)c3ccc(F)cc3)cc2C1=O
16. CC12CCC(=O)N1C(C(=O)Nc1ccc(S(=O)(=O)N3CCCCC3)cc1)CS2 (stereo unspecified)
17. CC(=O)Nc1ccc(S(=O)(=O)N(C)CC(=O)NC2CCCC(C)C2C)cc1 (stereo unspecified)
18. CCOC(=O)/C=C/C(=O)N1CCN(C(=O)/C=C/C(=O)OCC)CC1
19. O=C(C[C@@H]1C=C[C@H](NC(=O)Nc2cc(F)ccc2F)[C@H](CO)O1)NCc1ccncn1
20. CCCc1cc(=O)oc2cc(OCc3ccc(OC)cc3)c(Cl)cc12

Compound,11,12,13,14,15,16,17,18,19,20
RAD54 branch,·,5.5,2.5,7.2,-13.1,·,·,-10.4,-2.6,-10.1
RAD52 inh,-8.4,18.4,-25.3,3.3,-21.8,-9.4,-4.6,-2.8,-24.9,-3.1
Xi reactivation,0.5,0.1,·,0.0,0.0,0.4,-0.1,0.1,0.3,0.0
esBAF inh,·,-4.0,64.3*,-8.7,-1.2,-0.5,·,·,0.2,·
ERAP1 inh,-1.9,-4.6,-4.8,-1.2,-0.2,0.5,-1.5,1.3,0.1,8.7
ERp5 inh,-1.5,-2.7,-1.8,0.0,-2.2,1.9,5.8,5.4,-5.0,-3.5
E-sel inducer,·,·,·,-0.4,0.0,0.5,·,-1.9,-0.4,·
S100A4 inh HTS,-2.8,-80.6,-6.6,3.4,-30.6,3.8,0.5,-2.5,0.8,-1.6

Four of these compounds in a different format:
13	Cn1cnnc1SCC(=O)Nc1ccc2nc(SCc3ccccc3F)sc2c1
  RAD54 branch = 2.5	RAD52 inh = -25.3	Xi reactivation = ·	esBAF inh = 64.3*	ERAP1 inh = -4.8	ERp5 inh = -1.8	E-sel inducer = ·	S100A4 inh HTS = -6.6

16	CC12CCC(=O)N1C(C(=O)Nc1ccc(S(=O)(=O)N3CCCCC3)cc1)CS2 (stereo unspecified)
  RAD54 branch = ·	RAD52 inh = -9.4	Xi reactivation = 0.4	esBAF inh = -0.5	ERAP1 inh = 0.5	ERp5 inh = 1.9	E-sel inducer = 0.5	S100A4 inh HTS = 3.8

19	O=C(C[C@@H]1C=C[C@H](NC(=O)Nc2cc(F)ccc2F)[C@H](CO)O1)NCc1ccncn1
  RAD54 branch = -2.6	RAD52 inh = -24.9	Xi reactivation = 0.3	esBAF inh = 0.2	ERAP1 inh = 0.1	ERp5 inh = -5.0	E-sel inducer = -0.4	S100A4 inh HTS = 0.8

11	C=C(C)CNC(=O)CCc1nnc(Cc2cccc(C(F)(F)F)c2)o1
  RAD54 branch = ·	RAD52 inh = -8.4	Xi reactivation = 0.5	esBAF inh = ·	ERAP1 inh = -1.9	ERp5 inh = -1.5	E-sel inducer = ·	S100A4 inh HTS = -2.8

Going on with the list:
21. CCN(c1ccccc1)C1(O)C(=O)c2ccccc2C1=O
22. CNC[C@@H]1Oc2ccc(NS(=O)(=O)c3ccc(F)cc3)cc2CC(=O)N([C@@H](C)CO)C[C@H]1C
23. O=C1NC(NS(=O)(=O)c2ccccc2)(C(F)(F)F)C(=O)N1c1cccc(Cl)c1 (stereo unspecified)
24. CCC(NC(=O)CN1CCN(C(=O)c2cccs2)CC1)c1ccc(C)cc1 (stereo unspecified)
25. NNC(=O)c1oc2nc(-c3cccs3)cc(-c3ccco3)c2c1N
26. Cc1cc(C)nc(NC(N)=S)n1
27. CC=Cc1ccc2n(c1=O)C[C@H]1[C@H](CO)[C@@H](C(=O)NCC3CC3)[C@@H]2N1Cc1cccnc1 (mixture of isomers)
28. COc1cccc(NC(=O)N2CC(=O)N3[C@H](CO)[C@H](c4ccc(C#CC5CCCC5)cc4)[C@@H]3C2)c1
29. Cc1nnc(SCC(=O)Nc2cc(C(N)=O)cc(C(N)=O)c2)n1-c1ccccc1
30. CNC[C@H]1OCCCC[C@@H](C)Oc2ccc(NC(=O)Cc3ccccc3)cc2C(=O)N([C@H](C)CO)C[C@H]1C

Compound,21,22,23,24,25,26,27,28,29,30
RAD54 branch,·,-4.7,7.7,-1.2,?,-3.5,8.3,·,-3.7,-5.8
RAD52 inh,3.6,-7.9,-11.1,-15.9,-9.6,-5.8,-7.5,22.3,-6.0,-22.5
Xi reactivation,0.0,0.0,0.1,0.3,0.0,0.1,0.0,0.1,0.0,-0.2
esBAF inh,·,-3.9,-2.5,-1.0,1.2,·,-7.4,·,-8.5,-3.5
ERAP1 inh,4.2,-0.5,-0.9,-3.6,-3.8,4.0,3.4,1.2,1.6,-1.1
ERp5 inh,6.8,-4.0,-5.2,-0.7,-5.3,-6.3,-3.1,-5.4,-3.9,0.7
E-sel inducer,0.5,-1.0,0.0,0.0,0.1,1.9,-0.3,0.5,·,-0.2
S100A4 inh HTS,1.0,10.5,1.8,3.6,-5.8,-0.7,121.8*,-0.1,-2.4,-6.9

31. O=C(O)c1ccccc1OC(=O)C12CC3CC(CC(C3)C1)C2
32. CO[C@H]1CN(C)C(=O)c2cc(NC(=O)Nc3ccccc3F)ccc2OC[C@@H](C)N(CC2CC2)C[C@H]1C
33. CCOC(=O)CSC1=NN2CCS(=O)(=O)N=C2S1
34. CC(NC(=O)c1ccccc1C(=O)O)c1ccc(-n2ccnc2)cc1 (stereo unspecified)
35. Cc1noc(C)c1NC(=O)N(C)C[C@H]1Oc2ccc(NC(=O)Nc3ccc4c(c3)OCO4)cc2C(=O)N([C@@H](C)CO)C[C@@H]1C
36. CCOc1ccc(C(=O)NCCCCNC(=O)c2ccc(OCC)cc2)cc1
37. O=C(COC(=O)C1CCN(S(=O)(=O)c2cccs2)CC1)Nc1ccc(F)cc1Cl
38. CCOc1cccc(NC(=O)/C(C#N)=C/c2cccnc2)c1
39. COc1ccc(C(=O)c2ccc(CC(=O)O)s2)cc1
40. COC(=O)CN(C)C(=O)c1cccc(OC2CCN(S(=O)(=O)N(C)C)CC2)c1

Compound,31,32,33,34,35,36,37,38,39,40
RAD54 branch,·,7.4,·,-2.7,1.9,-9.7,-12.5,·,·,1.8
RAD52 inh,-2.1,1.1,-17.1,-4.4,4.8,-5.0,-5.0,-77.8,-4.1,-13.3
Xi reactivation,0.1,0.0,0.4,0.1,0.1,0.1,0.5,0.0,0.0,0.3
esBAF inh,-4.6,-4.3,·,-12.6,-3.6,31.4,5.6,·,·,-4.1
ERAP1 inh,3.7,-0.1,-4.0,·,-0.3,1.8,0.1,1.8,0.4,-1.8
ERp5 inh,-0.2,-3.6,7.3,-3.5,1.3,2.4,-7.7,1.7,-5.9,-5.5
E-sel inducer,·,0.5,·,-0.1,8.1,·,0.0,·,·,-0.2
S100A4 inh HTS,-1.0,3.1,-6.2,-0.8,-2.6,-2.0,-5.2,4.0,-41.3,1.9

41. C[C@@H]1CN([C@H](C)CO)C(=O)c2cc(C#Cc3ccc(F)cc3)cnc2O[C@@H]1CN(C)C(=O)c1ccccc1F
42. CCOc1ccccc1NC(=O)CCc1nnc2ccc(NCc3ccco3)nn12
43. O=C(NCCOc1ccccc1F)C1CCC(=O)N(CCc2cccc(F)c2)C1 (stereo unspecified)
44. COCCCNC(=O)c1ccccc1-c1cc(C)no1
45. OC(CNC1CCCC1)COc1ccc(Cl)cc1 (stereo unspecified)
46. COc1ccc(/C=N/NC(=O)c2sc3nc(C)cc(C)c3c2N)cc1
47. CC(C(=O)O)N1c2cccc3cccc(c23)S1(=O)=O (stereo unspecified)
48. COCCN1C(=O)C(CC(=O)Nc2ccc(C(C)=O)cc2)SC1=Nc1ccccc1 (stereo unspecified)

Compound,41,42,43,44,45,46,47,48
RAD54 branch,-5.3,-10.9,-7.0,·,-4.5,-8.7,-2.6,-3.6&-2.9
RAD52 inh,2.0,-10.6,1.6,-5.3,-7.8,-1.8,-8.3,-12.1
Xi reactivation,-0.1,0.2,0.0,0.1,0.0,0.0,0.0,-0.1
esBAF inh,-1.9,6.5,1.3,·,-6.7,·,0.0,-1.0
ERAP1 inh,0.5,-0.7,-2.6,·,-2.2,1.4,-1.8,-0.7
ERp5 inh,3.6,-2.2,7.7,3.5,2.2,-6.4,5.7,1.6
E-sel inducer,0.4,·,·,0.0,·,-0.2,·,0.2
S100A4 inh HTS,-28.0,-3.5,0.1,-0.9,-1.5,-0.9,-7.9,1.4

Bioassay records (PubChem BioAssay)
